DYRK1A inh: inhibitors of rat Dyrk1A kinase; ADP-Glo luminescence, NFATc1 peptide; inhibition, % at 12.5 µM; 310,000 compounds, 0.43% hits; in the data active = inhibition above about 50%;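 also: plate controls were vehicle with enzyme for no effect and no enzyme for full effect; many of its hits are not listed in these tables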
KCNQ1 pot: potentiates or activates the human KCNQ1 potassium channel; B-score at 10 µM; 310,000 compounds, 0.35% hits; AID 2648; CHO-K1 KCNQ1, thallium flux FluxOR fluorescence; active compounds read high; P51787;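 active = fluorescence ratio B-score, a plate-corrected score, at least three library SD, with initial intensity B-score within 5 SD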
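Test system: CHO-K1 cells stably expressing KCNQ1 / Medium: assay buffer / Also added: depolarizing K+/Tl+ stimulus, K2SO4 and Tl2SO4 each 12.5 mM in 5x stock / Incubation: 90 min dye loading and 20 min compound exposure, both at room temperature / Signal: thallium influx via FluxOR fluorescence, kinetic imaging / Evaluation: B score of baseline-normalized fluorescence ratio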
KCNQ1 inh: inhibitors of human KCNQ1 potassium channel. B-score at 10 µM. CHO-K1 KCNQ1, FluxOR thallium flux fluorescence; active compounds read high. 310,000 compounds, 1.3% hits. P51787. AID 2642;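 active = compounds whose thallium flux B-score, printed positive for inhibition, exceeds three library SD while starting fluorescence stays within three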;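 also: channel opened by potassium depolarization with thallium stimulus after 20 min compound exposure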
RGS4 pot: RGS4 potentiation or activation | AID 463111 | HEK293 M3R/inducible RGS4, carbachol calcium flux Fluo4; active compounds read low | 310,000 compounds, 0.92% hits | B-score at 10 µM;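 active = B-score of the integrated calcium signal more than 4 SD below the library mean, with starting fluorescence not abnormally high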;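 also: negative B-score means reduced calcium response which marks RGS4 activation or potentiation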
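Detection: kinetic calcium fluorescence imaging with Fluo4-AM dye, 2 µM / Material: HEK293 cells with stable M3R and inducible RGS4 / Schedule: recording 10 s baseline at 1 Hz, 100 s post-agonist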
PolyA inhibitor: blocks polyadenylation in yeast reporter cells; S. cerevisiae SKY197-pL101 polyadenylation reporter, beta-gal luminescence; efflux-impaired pdr1/pdr3 knockout yeast; score 100 = 6 SD above DMSO; calls only at 12 µM; 300,000 compounds, 0.02% hits; AID 1875;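 active = lowest replicate activity score at least 50, where 100 means six control SD above control mean; inconclusive = lowest score under 50 but half or more replicates reach 50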;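 also: yeast exposed to compound for 9 h at 30 °C; higher score means more reporter readthrough which indicates perturbed polyadenylation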
KCNK9 inh: inhibitors of human KCNK9 two-pore domain potassium channel; Q9NPC2; HEK293 KCNK9, FluxOR thallium flux fluorescence; active compounds read low; B-score at 10 µM; 310,000 compounds, 1.2% hits; AID 488922;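 active = ratio B-score over 3 SD below the library mean, with starting fluorescence within 5 SD of its mean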;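 also: negative B-score means less thallium flux so channel inhibition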
hERG protect: hERG (human) protection from proarrhythmic block; CHO-hERG, FluxOR thallium flux, dofetilide IC70 present; AID 1511; activation (rescue from dofetilide block), less the hit threshold, % at 10 µM; 310,000 compounds, 0.51% hits;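 active = activation above the mean of controls blocked by dofetilide plus 5 SD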;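 also: thallium influx through hERG after potassium depolarization seen as dye fluorescence rise; in these data hits start at about 4.7%; inactives centre near -7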
Target sequence (Q12809 whole entry, looked up): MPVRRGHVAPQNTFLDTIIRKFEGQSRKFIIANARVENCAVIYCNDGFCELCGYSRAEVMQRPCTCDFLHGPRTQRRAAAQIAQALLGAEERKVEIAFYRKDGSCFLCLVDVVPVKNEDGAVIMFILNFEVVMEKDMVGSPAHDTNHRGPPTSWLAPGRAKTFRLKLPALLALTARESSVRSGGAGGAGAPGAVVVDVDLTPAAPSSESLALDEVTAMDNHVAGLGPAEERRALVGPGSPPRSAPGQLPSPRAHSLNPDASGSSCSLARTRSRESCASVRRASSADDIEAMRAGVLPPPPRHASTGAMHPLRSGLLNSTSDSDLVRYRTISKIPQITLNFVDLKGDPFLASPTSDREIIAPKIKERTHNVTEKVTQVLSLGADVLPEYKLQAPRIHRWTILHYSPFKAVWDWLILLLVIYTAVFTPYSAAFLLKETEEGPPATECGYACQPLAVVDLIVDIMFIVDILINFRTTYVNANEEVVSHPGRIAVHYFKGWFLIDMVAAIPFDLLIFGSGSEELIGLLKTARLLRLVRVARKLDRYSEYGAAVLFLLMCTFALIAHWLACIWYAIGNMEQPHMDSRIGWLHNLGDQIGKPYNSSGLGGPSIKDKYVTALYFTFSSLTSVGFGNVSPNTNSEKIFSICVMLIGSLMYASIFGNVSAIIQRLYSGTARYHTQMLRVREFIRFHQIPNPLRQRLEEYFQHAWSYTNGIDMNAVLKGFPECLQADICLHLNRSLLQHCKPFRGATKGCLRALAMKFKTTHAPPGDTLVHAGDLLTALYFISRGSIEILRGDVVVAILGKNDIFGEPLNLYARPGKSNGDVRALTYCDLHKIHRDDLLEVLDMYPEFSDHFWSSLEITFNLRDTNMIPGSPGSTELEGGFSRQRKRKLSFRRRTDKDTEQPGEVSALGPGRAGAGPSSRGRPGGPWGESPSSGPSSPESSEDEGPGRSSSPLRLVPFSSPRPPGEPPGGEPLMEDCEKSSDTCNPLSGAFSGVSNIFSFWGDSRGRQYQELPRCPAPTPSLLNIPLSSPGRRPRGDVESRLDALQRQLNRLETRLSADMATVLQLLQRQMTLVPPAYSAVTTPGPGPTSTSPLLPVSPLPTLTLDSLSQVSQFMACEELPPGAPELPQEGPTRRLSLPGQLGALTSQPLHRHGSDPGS
HDAC3 inh: human HDAC3 inhibition | O15379 | inhibition, % at 8.3 µM | AID 2718 | 320,000 compounds, 0.15% hits | recombinant HDAC3, fluorogenic peptide/trypsin coupled, fluorescence; in the data active = inhibition above about 26%, passing the limit was not always enough; inconclusive = no clear call, values can overlap the other calls
KCNK3 inh: human KCNK3 channel inhibition, primary screen; 340,000 compounds, 0.84% hits; CHO-KCNK3 thallium flux, FluxOR fluorescence; active compounds read low; O14649; B-score at 10 µM;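 active = B-score under library mean minus 4 SD, starting fluorescence ratio at most library mean plus 5 SD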;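 also: more negative B-score means stronger inhibition of thallium flux through KCNK3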
GSK3A inh: human GSK-3 alpha kinase inhibition; P49840; ADP-Glo luminescence, 60 min; inhibition, % at 10 µM; 320,000 compounds, 0.1% hits;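 in the data active = inhibition above about 50%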;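 also: GST-tagged GSK-3 alpha with peptide substrate and 25 µM ATP; 0% = DMSO neutral wells and 100% = GW8510 positive control wells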
GSK3beta inhib: inhibitors of human GSK3beta kinase | P49841 | GST-GSK3beta kinase, ADP-Glo luminescence, 60 min; active compounds read low | activity score (negative = inhibition), % at 10 µM | 300,000 compounds, 0.038% hits;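 active = more than half of replicate wells score below -50%, meaning over 50% inhibition versus plate controls; inconclusive = some replicates but at most half score below -50%; inactive = no replicate scores below -50%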;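 also: 0% = median DMSO wells and -100% = median GW8510 positive control wells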
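Test system – GST-tagged human GSK3beta kinase, cell-free · Incubation – 60 min enzyme reaction, room temperature · Signal – ADP-Glo luminescence · Also added – peptide substrate and ATP at 25 µM · Controls – DMSO neutral wells and GW8510 at 20 µM as positive · Buffer or medium – Tris/MgCl2 kinase buffer · Measure – Luminescence-derived activity versus plate DMSO and GW8510 wells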
An asterisk follows results filed as active; i = inactive; ? = inconclusive; . = not tested or not shown. This is a subset. The share of hits here may be higher or lower than overall.

SMILES | DYRK1A inh | KCNQ1 pot | KCNQ1 inh | RGS4 pot | PolyA inhibitor | KCNK9 inh | hERG protect | HDAC3 inh | KCNK3 inh | GSK3A inh | GSK3beta inhib
CCOC(=O)C1=C(c2ccccc2)NC(=S)NC1c1cc([N+](=O)[O-])ccc1OC (centres undefined) | 0 | i | i | i | i | i | -2 | -4 | i | 1 | 2
COc1cc(/C=C2\CCC(C3CCCC3)C2=O)ccc1OC(C)C (centres undefined) | -2 | i | i | i | i | i | -10 | 3 | i | 1 | 2
CCN1CCN(C(=O)/C=C/c2ccc(OC)cc2)CC1 | 1 | i | i | i | i | i | -9 | 13 | i | 0 | 2
COc1ccc(CN(C)C(=O)c2ccc(Oc3ccccc3)cc2)cc1F | -2 | i | i | i | i | i | -13 | 5 | i | -3 | 8
Nc1ccccc1SCc1cn2ccccc2n1 | 3 | i | i | i | i | i | -7 | -1 | i | 2 | -1
CCOCCCNCC(=O)Nc1ccc(OC(F)(F)F)cc1 | 0 | i | i | i | i | i | -3 | 1 | i | 3 | -6
COc1cccc2cc(-c3nc(-c4cccs4)cs3)c(=O)oc12 | -5 | i | i | i | i | i | -6 | -6 | i | 1 | 0
N#C/C(=C(/O)c1ccc([N+](=O)[O-])o1)c1nc2ccccc2[nH]1 | -1 | i | i | i | i | i | -8 | 5 | i | -2 | 1
CCOC(=O)c1cccc(NC(=O)N[C@@H](C)C(=O)OC)c1 | 5 | i | i | i | i | i | -8 | -3 | i | 4 | 1
COc1ccc2c(c1)c(C(=O)CN1CCC3(CC1)OCCO3)c(C)n2C | 7 | i | i | i | i | i | 0 | -1 | i | 1 | 0
O=C(COc1ccc2c(c1)CCC2)NCc1cccc(Cl)c1 | 0 | i | i | i | i | i | -8 | 4 | i | 1 | 0
COc1ccc(CNC(=O)c2c(N)n(CCCN3CCOCC3)c3nc4ccccc4nc23)cc1 | 3 | i | i | i | i | i | -23 | -8 | i | 13 | 2
CCCCn1c(N)c(N(CC(C)C)C(=O)c2cc(-c3ccc(F)cc3)nc3ccccc23)c(=O)[nH]c1=O | 2 | i | i | i | i | i | -7 | . | i | . | -1
COC(=O)CCS(=O)(=O)c1cc(Cl)ccc1Cl | -4 | i | i | i | i | i | -17 | -4 | i | 0 | 5
Cc1oc(-c2ccc(Cl)cc2)nc1CN1CCC(C(=O)NCC2CCCO2)CC1 (centres undefined) | -3 | i | i | i | i | i | -4 | 0 | i | 1 | 0
O=C(NC1CCN(Cc2ccccc2)CC1)c1cn(-c2ccccc2)nc1-c1cccnc1 | -4 | i | i | i | i | i | -11 | 2 | i | 1 | -2
O=C1CC(C(=O)N2CCc3ccccc32)CN1c1ccccc1 (centres undefined) | 4 | i | i | i | i | i | -2 | 11 | i | 0 | -1
O=C(Nc1ccc(S(=O)(=O)N2CCCC2)cc1)c1ccc(Br)o1 | -7 | i | i | i | i | i | -1 | 3 | i | -1 | .
OCC1(Cc2ccc(F)cc2)CCCN(CCCC(F)(F)F)C1 (centres undefined) | -4 | i | i | i | i | i | -5 | -5 | i | -2 | 4
CN1C(=O)CCC(CCC(=O)O)(c2ccccc2O)C1=O (centres undefined) | -7 | i | i | i | i | i | -3 | 1 | i | -1 | 0
O=C(Cc1n[nH]c(=O)c2ccccc12)NC(c1ccccc1)c1ccccc1 | -6 | i | i | i | i | i | -7 | 1 | i | -1 | -1
Cc1cc(C)c2oc(=O)cc(CN3CCOCC3)c2c1 | 6 | i | i | i | i | i | -2 | 0 | i | . | 1
Cc1cc(NC(=O)COc2ccc3ccccc3c2)no1 | 1 | i | i | i | i | i | -12 | 1 | i | -2 | .
COc1cc2[nH]c3c(N4CCN(c5ccc(Cl)cc5)CC4)ncnc3c2cc1OC | -3 | i | i | i | i | i | -3 | -4 | i | 0 | -2
COc1ccc(NC(=O)CS(=O)(=O)c2cccc(Cl)c2)cc1 | 2 | i | i | i | i | i | -8 | -1 | i | 0 | 1
O=C(Cn1cc([N+](=O)[O-])cn1)NCc1ccccc1Cl | -4 | i | i | i | i | i | -9 | 2 | i | -1 | -1
O=C(Nc1scc(-c2ccccc2)c1C(=O)O)c1ccc(F)cc1 | . | i | i | i | i | i | -2 | 1 | i | -1 | 4
COC(=O)c1ccc(C)c(NC(=O)COC(=O)C2CC3CCCC(C2)C3=O)c1 (centres undefined) | -4 | i | i | i | i | i | -4 | . | i | . | 3
Cc1csc(NC(=O)CSc2nc(C(C)C)nc3ccccc23)n1 | 26 | i | i | i | i | i | -13 | 3 | i | 0 | -2
COC(=O)Cc1c(C)c2ccc(O)c(CN3CCCC(C)C3)c2oc1=O (centres undefined) | -5 | i | i | i | . | i | -3 | -494 | i | 1 | 1
Cc1cccc(C)c1NC(=O)COC(=O)c1nonc1N | -3 | i | i | i | i | i | -4 | 1 | i | . | 0
Cn1cnnc1SCC(=O)Nc1c(F)cc(F)cc1Br | 2 | i | i | i | i | i | -4 | 1 | i | 0 | .
CC(=O)Nc1ccc(OC/C=C(\C)Cl)cc1 | 11 | i | i | i | i | i | -12 | -1 | i | 0 | 1
O=C(Nc1ccn(Cc2c(F)c(F)cc(F)c2F)n1)c1ccc(COc2cc(Cl)ccc2Cl)o1 | -7 | i | i | i | i | i | -12 | 12 | i | . | -1
Cn1c(NC(=O)/C=C/c2c(F)cccc2Cl)cc(=O)n(C)c1=O | -3 | i | i | i | i | i | -11 | 0 | i | -6 | 2
COc1ccc(CCN(C(=O)C(F)(F)F)C(C(=O)NC2CCCCC2)c2ccc(C)s2)cc1 (centres undefined) | 4 | i | i | i | i | i | -7 | -8 | i | -2 | 0
S=c1nc[nH]c2c1[nH]c1ccccc12 | 10 | i | i | i | i | i | -3 | -8 | i | 4 | 0
COc1ccc(NC2CCCN(C(=O)c3ccc4[nH]c(C)c(C)c4c3)C2)cc1 (centres undefined) | -3 | i | i | i | i | -12* | -5 | 6 | i | 0 | 1
O=C(NC(=O)N1CCCCCC1)c1ccc(Cl)cc1 | . | i | i | i | i | i | -8 | -1 | i | -4 | -1
COc1ccc(C(=O)OC2CCCCC2CN(C)C)cc1 (centres undefined) | 8 | i | i | i | i | i | -5 | 9 | i | 1 | -4
CNC(=O)CNC(=O)Nc1ccc(Cl)c(Cl)c1 | 10 | i | i | i | i | i | -4 | 6 | i | -6 | 1
Cc1cccc(C2=NN(c3ccc(Br)cc3)[C@@H](C(=O)N3CCOC3=O)[C@@H]2c2ccc(F)cc2)c1 | 3 | i | i | i | i | i | -3 | -5 | i | 0 | 1
O=C(Cn1nc(-c2ccccc2)ccc1=O)Nc1cccc(NC(=O)c2ccccn2)c1 | . | i | i | i | i | i | -16 | 5 | . | -2 | 2
CCC(Sc1nc(N)cc(N)n1)C(=O)O (centres undefined) | -1 | i | i | i | i | i | -4 | 6 | i | -6 | 2
CCCS(=O)(=O)N1CCCC(C(=O)NCCN(Cc2ccccc2)C(C)C)C1 (centres undefined) | 1 | i | i | i | i | i | -5 | -1 | i | -1 | 2
Cc1ccc(OCCOC(=O)c2c(-c3ccccc3)noc2C)cc1 | 0 | i | i | i | i | -6.7* | -10 | 2 | -8.8* | 0 | 4
Fc1cccc(NC(=S)NNc2ccccc2)c1 | 1 | i | i | i | i | i | -1 | 0 | i | -2 | 0
CC(=O)c1ccc(NC(=O)CN2CCC(NC(=O)C3CCCCC3)CC2)cc1 | 0 | i | i | i | i | i | 6.1* | 1 | i | -5 | 2
CCOc1ccc(C(=O)NCC(=O)OCC(=O)NC2CCCC2)cc1 | 0 | i | i | i | i | i | -6 | -2 | i | -7 | 1
CCN(CC)CCc1c(C)[nH]c(C(=O)OCc2ccccc2)c1C | -1 | i | i | i | i | i | -13 | 1 | i | 2 | -1
Cc1ccc(NC(=O)CS(=O)CC(=O)N(CC(=O)NC2CCCC2)c2ccc3c(c2)OCCO3)cc1 (centres undefined) | 1 | i | i | i | i | i | -3 | 7 | i | -1 | 11
Cn1c(CCN2CCCCC2)nc2cc(NC(=O)C3CCCCC3)ccc21 | 0 | i | i | i | i | i | -8 | -2 | i | -3 | 1
O=c1[nH]c2c(c(=O)n1Cc1ccccc1)CCC2 | -11 | i | i | i | i | i | -10 | -2 | i | -2 | 2
S=C(Nc1ccc2c(c1)OCCO2)Nc1ccccc1Cl | 0 | i | i | i | . | i | -9 | -1 | i | . | -1
CC(=O)OCC(=O)Nc1ccccc1OC(F)F | 5 | i | i | i | i | i | -14 | ? | i | -1 | 2
CC(NC(=O)Nc1cccnc1)(C(F)(F)F)C(F)(F)F | 9 | i | i | i | i | i | -8 | 0 | i | -5 | 2
O=C(Nc1ccccc1)C1=C[C@H](c2coc3ccccc3c2=O)C[C@H](OCc2ccc(CO)cc2)O1 | 3 | i | i | i | i | i | -15 | 5 | i | 1 | 0
CCCc1nn(C)c2c(=O)[nH]c(-c3cc(S(=O)(=O)N(CCO)CCO)ccc3OCC)nc12 | 8 | i | i | i | . | i | -7 | -6 | i | 12 | -1
CCOc1ccccc1NC(=O)NNS(=O)(=O)c1ccc([N+](=O)[O-])cc1 | -1 | i | i | i | i | i | -5 | -3 | i | -1 | 1
CN(C)c1ccc([N+](=O)[O-])cc1C(=O)NCC(c1ccco1)N(C)C (centres undefined) | 2 | i | i | i | i | i | -5 | 5 | i | -1 | 1
COc1cc(OC)c(C(=O)OCC(=O)N2CC(=O)Nc3ccccc32)cc1OC | -2 | i | i | i | i | i | -10 | 3 | i | 0 | -2
CCOC(=O)CC(NC(=O)c1ccccc1)c1ccc(OC)cc1 (centres undefined) | -4 | i | i | i | i | i | -12 | -2 | i | -1 | 2

Results in KCNK9 inh, PolyA inhibitor and DYRK1A inh, for some of the entries so far:
structure | KCNK9 inh | PolyA inhibitor | DYRK1A inh
CC(=O)c1ccc(NC(=O)CN2CCC(NC(=O)C3CCCCC3)CC2)cc1 | i | i | 0
CCOc1ccc(C(=O)NCC(=O)OCC(=O)NC2CCCC2)cc1 | i | i | 0
